Screening results as filed in PubChem.
B2AR arrestin = beta2AR (human) beta-arrestin recruitment activity; beta-arrestin recruitment to beta2AR, cell-based reporter; Potency, µM (top dose mostly 46.1 µM), for inactives: at the highest dose activation, usual class: activators; 330,000 tested, 0.02% active; AID 492947;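 also: potency is read from the fitted curve at half-maximal effect; 0% = DMSO controls and full agonism = EC100 isoproterenol or metaproterenol; nearly all actives have a fitted effect of over 65% in size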
S-ASM inh = blocks human secretory acid sphingomyelinase; placental ASM, HMU-PC fluorogenic substrate, 60 min; Potency, µM (titrated, usually from 57.5 µM), for the others: at the highest dose activity change, negative = inhibition, usual class: inhibitors; 340,000 tested, 0.006% active; also: potency is read from the fitted curve at half-maximal effect
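Human placenta-derived ASM enzyme was preincubated with compound for 10 minutes at room temperature, then given fluorogenic substrate HMU-PC0 (9 uM final) for 60 minutes at 37 °C; a pH 10 stop preceded fluorescence reading at Ex 386/Em 447 nm.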
uPA surface inh = inhibitors of cell surface uPA generation | cell surface uPA generation assay, qHTS | Potency, µM (series often up to 38.3 µM), for inactives: top-dose activity change, negative = inhibition, usual class: inhibitors | 330,000 tested, 0.31% active | AID 540303; active = well fitted inhibition curve with a large enough effect; inconclusive = small, poorly fitted or top-dose-only effect; inactive = no such curve, though single readings can be large or run the other way; tested in mouse RAW 264.7 cells; also: potency is read from the fitted curve at half-maximal effect; % is scaled to controls: 0 for no effect and ±100 for the full control effect; nearly all actives have a fitted effect of over 55% in size
Eya2 inh = inhibitors of human Eya2 phosphatase activity; Potency, µM (series often up to 76.9 µM), inactives show at the highest dose activity, negative = inhibition, actives largely listed as inhibitors; recombinant Eya2, OMFP fluorescence dephosphorylation (OMFP is methylfluorescein phosphate); AID 488837; 330,000 tested, 0.006% active; also: potency is read from the fitted curve at half-maximal effect; % is scaled to controls: 0 for no effect and ±100 for the full control effect
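Eya2 protein (added as 0.2 uM solution) was preincubated with compound for 10 min at ambient temperature in 50 mM HEPES pH 7.5, 50 mM NaCl, 5 uM MgCl2, 0.05% BSA, 1 mM DTT. OMFP (added at 50 uM) then reacted 10 min; fluorescence read at 485/525 nm.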
a7 integrin act = activators of alpha7 integrin expression for muscular dystrophy; alpha7betagal myoblasts, beta-gal FDG fluorescence, 48 h; Potency, µM (top dose mostly 38.3 µM), for inactives: top-dose activation, usual class: activators; 350,000 tested, 0.064% active;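 also: potency is read from the fitted curve at half-maximal effect; 100% = response of the positive control SU9516; nearly all actives have a fitted effect of over 60% in size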
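Alpha7betagal+/- myoblasts (passage 13) were plated 16-24 hr, then exposed to compounds (1:260 dilution of DMSO stock) for 48 hours at 37C. After MPER lysis, β-galactosidase reporter activity was read as FDG fluorescence (ex 480/em 540) after 30 minutes.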
p53 reactivation = re-activators of mutant p53. H1299 p53-A138V BP100-luciferase reporter, luminescence, 24 h. Potency, µM (doses to about 92.2 µM), without a hit: top-dose activity change, positive = activation, actives largely listed as activators. 320,000 tested, 0.063% active. AID 504706; also: potency is read from the fitted curve at half-maximal effect; % of control where 0% means no effect; nearly all actives have a fitted effect of over 45% in size
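p53-null H1299 cells stably carrying temperature-sensitive p53-A138V and a BP100-luciferase reporter were pinned with compounds (4-point, 1:5 series) and held 24 hrs at 37 deg C. Luminescence was read 10 min after detection reagent.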
BRCA1 expr act = increases BRCA1 expression; Potency, µM (series often up to 46.1 µM), for the others: at the top dose activation, hits mostly activators; MCF7-BRCA1-FFLuc reporter, luminescence, 48 h; response scale: scaled: vehicle 0%, 10 µM genistein 100%; AID 624202; 380,000 tested, 1.1% active; also: potency is read from the fitted curve at half-maximal effect; nearly all actives have a fitted effect of over 80% in size; some results filed as inactive show a strong effect at the top dose
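Quantitative HTS in MCF7 cells stably reporting BRCA1 expression via firefly luciferase. Compound treatment lasts 48 h at 37 °C in phenol-red free MEM. Activation is expressed relative to genistein at 10 microM and DMSO.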
TSG101-PTAP inh = blocks PTAP/TSG101 interaction to inhibit HIV-1 budding; Q99816; Potency, µM (doses to about 115 µM), without a hit: at the top dose activity change, negative = inhibition, actives largely listed as inhibitors; 340,000 tested, under 10 active; Fluorescence polarization, FITC-PTAP peptide / Tsg101 binding; active = well fitted inhibition curve with a large enough effect in the main read-out, with a control signal flat, not every such curve was filed as active; inconclusive = small, poorly fitted or top-dose-only effect, or effect the other way, or a change in a side signal; inactive = no such curve, though single readings can be large or run the other way; also: potency is read from the fitted curve at half-maximal effect; % of control where 0% means no effect
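FP read-out: FITC-PTAP peptide, 50 nM final, binding Tsg101 binding domain, 10 uM final; 20 min, r.t.; 10 mM HEPES pH 7.5, 0.15 M NaCl, 0.01% Tween 20, 3 mM EDTA, 0.1 mM TCEP.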
ELG1 genotoxic = inducers of genotoxicity in HEK293T ELG1-luciferase cells; AID 504466; HEK293T ELG1-luciferase reporter, luminescence, 16 h; 330,000 tested, 1.3% active; Potency, µM (highest dose often 46 µM), for the others: at the top dose activity change, positive = activation, usual class: activators; also: potency is read from the fitted curve at half-maximal effect; % of control where 0% means no effect; nearly all actives have a fitted effect of over 60% in size
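HEK293T cells expressing luciferase-tagged ELG1 were treated with compound or DMSO for 16 hr at 37°C. Luciferase activity was then read after 30 min with ONE-Glo at room temperature; rising signal flags genetic stress.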
USP2a block = USP2a (human) protease inhibition. O75604. USP2 core, Ub-CHOP2 coupled fluorogenic reporter, 485/531. Potency, µM (top dose mostly 38.3 µM), for inactives: at the highest dose activity change, negative = inhibition, most hits filed as inhibitors. 330,000 tested, 0.01% active;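 also: potency is read from the fitted curve at half-maximal effect; plate controls were DMSO wells for no effect and full inhibition by NEM control for full effect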
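Cell-free coupled assay: 10nM USP2 core preincubated 30min RT with compound in Tris-HCl pH 8.0/CaCl2/CHAPS buffer, then 25nM Ub-CHOP2 and 25nM reporter substrate; fluorescence (Ex 485/Em 531) read after 60min RT, normalized to NEM inhibition, concentration-response curves fitted.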
TRPV1 agonist = human TRPV1 agonism; Q8NER1; TRPV1-expressing cells, Fluo-8 calcium influx, agonist mode; activation, % at 8.33 µM; 320,000 tested, 0.19% active; in the data active = activation above about 80%; inconclusive = between about 30% and that limit; also: 0% is about no effect
Target sequence (Q8NER1 whole entry, looked up): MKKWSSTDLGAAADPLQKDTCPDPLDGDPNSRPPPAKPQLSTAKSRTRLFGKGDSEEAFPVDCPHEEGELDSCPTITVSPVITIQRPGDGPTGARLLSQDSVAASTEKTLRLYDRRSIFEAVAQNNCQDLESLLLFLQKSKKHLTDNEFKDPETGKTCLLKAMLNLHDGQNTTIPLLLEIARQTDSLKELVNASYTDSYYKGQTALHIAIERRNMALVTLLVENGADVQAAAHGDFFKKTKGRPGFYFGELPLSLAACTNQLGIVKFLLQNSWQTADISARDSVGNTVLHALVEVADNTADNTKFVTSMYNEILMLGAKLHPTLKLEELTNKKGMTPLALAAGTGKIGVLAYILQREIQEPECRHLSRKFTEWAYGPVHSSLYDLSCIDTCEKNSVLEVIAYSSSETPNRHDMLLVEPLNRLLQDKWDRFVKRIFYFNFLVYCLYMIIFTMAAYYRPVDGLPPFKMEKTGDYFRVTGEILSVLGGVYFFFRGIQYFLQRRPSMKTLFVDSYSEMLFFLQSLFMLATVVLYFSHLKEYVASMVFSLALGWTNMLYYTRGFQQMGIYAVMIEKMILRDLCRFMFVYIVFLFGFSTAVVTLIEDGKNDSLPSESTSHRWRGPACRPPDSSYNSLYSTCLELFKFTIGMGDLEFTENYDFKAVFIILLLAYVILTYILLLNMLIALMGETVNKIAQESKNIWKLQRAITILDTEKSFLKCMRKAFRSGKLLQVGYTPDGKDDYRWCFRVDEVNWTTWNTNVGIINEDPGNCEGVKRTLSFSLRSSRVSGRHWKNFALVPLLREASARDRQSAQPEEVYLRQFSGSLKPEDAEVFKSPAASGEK
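Fluo-8 calcium influx in TRPV1-expressing cells, kinetic read (ex 480/em 520 nm). Compound added and read 3 min for agonist activity, followed by capsaicin at EC20 final and 2 min further read for enhancement.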
Active calls of the source: *; i = inactive; ? = inconclusive; . = not tested or not shown; [ ] = remark or other dose. Unless noted, calls follow the shape of the dose curve; as a rule, active = well fitted curve in the direction sought with a large enough effect; inconclusive = small, poorly fitted or top-dose-only effect, or another doubt; inactive = no such curve, though single readings can be large; an effect the other way counts as inactive or inconclusive.

| compound | B2AR arrestin | S-ASM inh | uPA surface inh | Eya2 inh | a7 integrin act | p53 reactivation | BRCA1 expr act | TSG101-PTAP inh | ELG1 genotoxic | USP2a block | TRPV1 agonist |
| --- | --- | --- | --- | --- | --- | --- | --- | --- | --- | --- | --- |
| CCN(CC)c1ccc(-c2nn3c(-c4n[nH]c5c4CCC5)nnc3s2)cc1 | 0.3% | i | -11% | -4% | -2% | 0% | -73% | -1% | 1% | 3% | 26 |
| Cc1c(C2(O)CCCCC2)[nH]c2ncccc12 | -0.1% | 7% | -4% | 8% | 2% | -2% | 25% | -1% | 1% | -1% | 1 |
| Cc1ccc(CNC(=O)CN(c2ccc(Cl)cc2)S(C)(=O)=O)cc1 | -0.4% | 0% | 2% | -1% | 23% | 14% | 74% | -14% | 10% | -2% | -1 |
| NC(=O)c1cccc2ccccc12 | -0.5% | -1% | -2% | -4% | 37% | -3% | 0% | -4% | 0% | 0% | 1 |
| COc1ccccc1-c1nc(SC)n[nH]1 | -0.3% | 7% | -3% | -3% | 40% | 14% | 4% | 0% | 8% | 0% | 1 |
| CCCCN(C)C(=O)C1CCCN(S(=O)(=O)c2ccc3c(c2)CC(C)N3C(=O)C2CC2)C1 (stereo not given) | -0.5% | 2% | -8% | -2% | -63%[inhibitor] | -4% | 1% | 1% | -2%[9.26 µM] | 1% | ? |
| O=c1c2c([N+](=O)[O-])cc([N+](=O)[O-])cc2nc2ccccn12 | -0.5% | -6% | ? | 6% | -7% | 6% | -17% | 2% | 0% | 0% | -2 |
| Cc1nn(C(C)C(=O)c2cccc(Cl)c2)c(C)c1[N+](=O)[O-] (stereo not given) | -0.3% | -2% | -7% | -12% | 15% | -3% | 8% | 0% | -3% | 2% | 8 |
| CCOC(=O)C1=C(C)NC2=C(C(=O)c3ccccc32)C1c1ccc([N+](=O)[O-])o1 (stereo not given) | -0.4% | -26% | -4% | -9% | -22% | 6% | -77% | -4% | -6% | -1% | . |
| NC(=O)NC(=O)COC(=O)c1ccc(Cl)c(S(=O)(=O)N(Cc2ccccc2)c2ccc(Cl)cc2)c1 | -0.3% | -18% | -7% | -1% | 6% | -12% | -21% | -1% | -1% | 4% | 13 |
| Cc1oncc1-c1csc(-c2ccccc2)n1 | 0.1% | -6% | 9% | -8% | 6% | ? | ? | 2% | ? | 1% | ? |
| C#CCOCCOCCOCCNc1nc(N2CCN(C(=O)Cn3cc(CC(C)O)nn3)CC2)nc(N2CCN(C(=O)[C@H](CCCCN)n3cc(CC(C)O)nn3)CC2)n1 (stereo not given in full) | . | 5% | 10% | . | 10% | . | 0% | -13% | . | . | . |
| O=C1NC(c2ccccc2)=NC1(Nc1ccccn1)C(F)(F)F (stereo not given) | -0.4% | 6% | 0% | 6% | 0% | -2% | 1% | 2% | -1% | 5% | 0 |
| CCC(C(=O)NCCCN1CCN(CCCNC(=O)C(CC)c2ccccc2)CC1)c1ccccc1 (stereo not given) | -0.4% | -1% | -67% | 1% | -29% | 4% | -14% | -11% | 1% | -1% | -5 |
| COc1ccc(S(=O)(=O)N2CCN(CC(=O)NC3CC3)CC2)cc1 | 0.8% | -1% | 0% | -28% | 12% | 12% | -10% | 0% | 4% | 3% | -1 |
| O=C(Nc1nc2ccccc2c(=O)[nH]1)c1ccccc1SCc1ccccc1 | 0.1% | ? | -8% | -10% | -42% | 2% | -35% | -6% | -7% | -1% | ? |
| N#C/C(=C\c1ccco1)C(=O)Nc1ccc(S(N)(=O)=O)cc1 | -0.1% | -14% | -1% | -2% | 6% | 0% | 2% | -1% | 1% | 4% | 3 |
| CNc1ccccc1C(=O)OCC(=O)N(CCOC)c1c(N)n(CC(C)C)c(=O)[nH]c1=O | -0.3% | i | 4% | -17% | -1% | -4% | -7% | 0% | -2% | 1% | -1 |
| CCC(NS(=O)(=O)c1ccc(OC)cc1)C(=O)NCCC1=CCCCC1 (stereo not given) | 0.1% | 1% | 9% | -12% | 25% | -3% | -2% | -5% | -2% | -1% | 10 |
| O=C1NC2=C(C(=O)CCC2)C(c2ccc3ncccc3c2)N1 (stereo not given) | -0.4% | 1% | 5% | -2% | 21% | 3% | 0% | -3% | 1% | 1% | 3 |
| COCc1nnc(NC(=O)c2ccc(S(=O)(=O)N3CCOCC3)cc2)o1 | 0.2% | -2% | 7% | -10% | -1% | -17% | 11% | 1% | 1% | -1% | 0 |
| CC1=NNC(=O)C1CCC(=O)N/N=C/c1ccco1 (stereo not given) | 0.2% | 5% | 3% | 10% | 8% | -1% | 5% | -5% | -1% | 1% | 3 |
| O=C(NCc1ccco1)c1cc(S(=O)(=O)N2CCCc3ccccc32)ccc1Cl | -0.8% | -2% | 0% | -4% | -20% | -3% | -38% | -1% | -6% | 2% | 0 |
| Cc1ccc(OCc2ccc(C(=O)NCc3cccnc3)cc2)cc1C | 0.3% | -13% | 6% | -4% | -53%[inhibitor] | -5% | -21% | 0% | 10% | 1% | ? |
| O=C(Cc1ccc(F)cc1)N[C@@H]1c2ccccc2CC[C@@H]1OCc1ccccc1 | 0.4% | -8% | 17% | -4% | 18% | -7% | 1% | -2% | 0% | 1% | . |
| COc1cc(NC(=O)c2ccc(OCc3c(C)noc3C)c(OC)c2)cc(OC)c1 | 3.7% | -2% | 11% | -20% | -18% | -13% | -14% | -6% | 5% | -1% | . |
| Cc1ccc(C)c(N2CCN(C(=O)c3ccc(CS(=O)(=O)c4ccccc4C)o3)CC2)c1 | -0.4% | -6% | . | -11% | -24% | -21% | -72% | -3% | -24% | -7% | 3 |
| Cc1ccc(NC(=O)NCc2ccncc2)cc1Cl | 0.0% | -2% | 2% | -2% | 9% | -3% | 20% | 0% | 4% | 5% | ? |
| CCC1=C(OC(=O)N(CC)CC)N2C(=O)OC(=NCC(=O)OC)[C@]2(C)[C@H]2C1=CC[C@H]1C(=O)NC(=O)[C@H]12 | -0.6% | 3% | 0% | 4% | 3% | 0% | 0% | -2% | 5% | 0% | -2 |
| Cc1ccc(OC(C)C(=O)N2CCCc3ccccc32)cc1 (stereo not given) | -0.3% | 3% | . | -28% | 6% | -4% | -1% | -7% | -4% | 1% | 9 |
| O=C(COC(=O)C1=Cc2ccccc2OC1)NCc1ccco1 | -0.2% | 8% | -16% | -3% | 9% | 4% | 6% | -6% | 3% | 0% | 29 |
| CCN1CCCC1CNC(=O)Cn1cc(C)c(=O)[nH]c1=O (stereo not given) | . | 1% | 7% | . | 5% | . | 1% | -5% | . | . | . |
| COc1cc([N+](=O)[O-])ccc1NC(=O)CSc1nc2ccccc2n1-c1ccccc1 | -0.8% | . | . | -16% | . | 2% | . | . | 4% | 1% | -2 |
| COc1cc(Cl)c(CN2CCCC(CO)(Cc3cccc(Cl)c3)C2)cc1OC (stereo not given) | -0.9% | -1% | 4% | -4% | -6% | 18% | -30% | -2% | -8% | 2% | 22 |
| CCN1CCCC1CNC(=O)Cn1cnc2sc(C)c(S(=O)(=O)N3CCC(C)CC3)c2c1=O (stereo not given) | -0.3% | 6% | 0% | 0% | 17% | 3% | -2% | -7% | 2% | 1% | -2 |
| O=C(Nc1ccc(Oc2ncnc3cc(Cl)ccc23)nc1)c1ccc(F)cc1 | -1.0% | 129% | 1% | 9% | -6% | 2% | 8% | 0% | 4% | 3% | . |

An excerpt of these results, with values under each structure:
Results follow in this order: B2AR arrestin	S-ASM inh	uPA surface inh	Eya2 inh	a7 integrin act	p53 reactivation	BRCA1 expr act	TSG101-PTAP inh	ELG1 genotoxic	USP2a block	TRPV1 agonist
CCC1=C(OC(=O)N(CC)CC)N2C(=O)OC(=NCC(=O)OC)[C@]2(C)[C@H]2C1=CC[C@H]1C(=O)NC(=O)[C@H]12
→ -0.6%	3%	0%	4%	3%	0%	0%	-2%	5%	0%	-2
Cc1ccc(OC(C)C(=O)N2CCCc3ccccc32)cc1 (stereo not given)
→ -0.3%	3%	.	-28%	6%	-4%	-1%	-7%	-4%	1%	9

Limited to S-ASM inh, for some of the entries so far:
Molecule | S-ASM inh
NC(=O)c1cccc2ccccc12 | -1%
COc1ccccc1-c1nc(SC)n[nH]1 | 7%
CCCCN(C)C(=O)C1CCCN(S(=O)(=O)c2ccc3c(c2)CC(C)N3C(=O)C2CC2)C1 (stereo not given) | 2%
O=c1c2c([N+](=O)[O-])cc([N+](=O)[O-])cc2nc2ccccn12 | -6%
Cc1nn(C(C)C(=O)c2cccc(Cl)c2)c(C)c1[N+](=O)[O-] (stereo not given) | -2%
